# Screening data from PubChem.
# HSF-1 GFP decrease: decrease of heat-induced HSF-1 GFP reporter, dose response, NIH3T3 R4 cells, GFP/RFP, cherry-pick, set 3 (AID 493083) | NIH3T3 R4 HSF-1 GFP reporter, heat shock, 48 h | 2,400 compounds, 4% hits | AC50 in µM for hits, for the others activity change, negative = inhibition, % at the top dose, mostly 19.5 µM;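 active = compounds lowering signal whose fitted AC50 is at most ten times the top tested dose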;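 also: 0% = neutral control wells and -100% = didemnin B positive control; many of its hits are not listed in these tables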
# * hit, by the source's call. These rows are one share of the data; rates above refer to the full screens.
SMILES,HSF-1 GFP decrease
CCOC(=O)c1ccc(NC(=O)C2C3C=CC(O3)C2C(=O)O)cc1 (centres undefined),-6%
CCn1c(O)c(C=Nc2ccc(N3CCOCC3)c(Br)c2)c(=O)n(CC)c1=S,13%
CCCNS(=O)(=O)c1ccc(OCC(=O)N2CCN(C)CC2)cc1,-3%
Cc1cc(=O)[nH]c(CCl)n1,-2%
CC(C)(C)n1cc(C(=O)c2ccc3ccccc3c2O)cn1,29%
N#CCCn1cc(C(=O)Nc2ccc([N+](=O)[O-])cc2)c(-c2ccccc2)n1,-2%

# Compounds from the list above that contain a halogen:
SMILES,HSF-1 GFP decrease
CCn1c(O)c(C=Nc2ccc(N3CCOCC3)c(Br)c2)c(=O)n(CC)c1=S,13%
Cc1cc(=O)[nH]c(CCl)n1,-2%

# Sorted by formula weight (ascending): some entries from above.
SMILES,HSF-1 GFP decrease
CC(C)(C)n1cc(C(=O)c2ccc3ccccc3c2O)cn1,29%
CCCNS(=O)(=O)c1ccc(OCC(=O)N2CCN(C)CC2)cc1,-3%
CCn1c(O)c(C=Nc2ccc(N3CCOCC3)c(Br)c2)c(=O)n(CC)c1=S,13%
